# Glyco luc inh – increase of ERlucT glycosylation luciferase signal, primary screen, N-linked glycosylation inhibitor project, D54 ERlucT cells, luminescence, set 2. D54 ERlucT glycosylation luciferase reporter, 24 h; percent of 100 nM tunicamycin response. 0.23% of 360,000 active. reporter increase, % at 12.5 µM;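 active = mean luciferase reporter signal, scaled so untreated is 0 and the glycosylation-blocking control 100, at or above a set limit in every replicate; inconclusive = mean reaches the limit but not every replicate does; inactive = mean below the limit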;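 note: luciferase carries N-glycosylation sites so blocking glycosylation raises the light; 0% = median of neutral control wells and 100% = median of 100 nM tunicamycin wells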
# Vif inh – HIV Vif self-association inhibitors, primary screen, imaging, HEK293T, single point; HEK293T cells, Vif self-association by quenched fluorescence, 24 h; inhibition, % at 7.49 µM; 0.35% of 340,000 active; AID 602346, 2012; in the data active = inhibition above about 50%, passing the limit was not always enough; inconclusive = no clear call, values can overlap the other calls; inactive = below about 31%; note: some results filed as inactive read as strong as hits
# m5-HT2A agonist – mouse Htr2a agonists via beta-arrestin recruitment, primary screen, cell-based, luminescence | activation, % at 7.6 µM | 0.66% of 360,000 active | 5-hydroxytryptamine receptor 2A (Mus musculus), P35363 | CHO-K1 mHTR2A beta-arrestin complementation; percent of 30 µM serotonin response | AID 624169, 2012;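 active = activation above a run cutoff, the mean activation of all tested compounds plus 3 SD, cut at about 14% in these data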;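 note: 0% = plate median of compound wells and 100% = 30 µM serotonin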
# ABCB6 inh MLPCN – ABCB6 transporter inhibitors, primary screen, K562-ABCB6 cells, flow cytometry, MLPCN library; ATP-binding cassette sub-family B member 6 (Homo sapiens), Q9NP58; K562-ABCB6 porphyrin accumulation, 1 h; stronger effect = lower value; fluorescence ratio to DMSO, % at 10 µM; 0.19% of 360,000 active; AID 602162, 2011;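 active = fluorescence ratio to DMSO below 75%, the collection mean minus 3 SD; inconclusive = too few cells collected in the well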;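 note: signal is porphyrin accumulated inside mitochondria; 100% equals median channel fluorescence of DMSO control wells; lower ratio means ABCB6 inhibition with less porphyrin fluorescence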
# Target sequence (Q9NP58 whole entry, looked up): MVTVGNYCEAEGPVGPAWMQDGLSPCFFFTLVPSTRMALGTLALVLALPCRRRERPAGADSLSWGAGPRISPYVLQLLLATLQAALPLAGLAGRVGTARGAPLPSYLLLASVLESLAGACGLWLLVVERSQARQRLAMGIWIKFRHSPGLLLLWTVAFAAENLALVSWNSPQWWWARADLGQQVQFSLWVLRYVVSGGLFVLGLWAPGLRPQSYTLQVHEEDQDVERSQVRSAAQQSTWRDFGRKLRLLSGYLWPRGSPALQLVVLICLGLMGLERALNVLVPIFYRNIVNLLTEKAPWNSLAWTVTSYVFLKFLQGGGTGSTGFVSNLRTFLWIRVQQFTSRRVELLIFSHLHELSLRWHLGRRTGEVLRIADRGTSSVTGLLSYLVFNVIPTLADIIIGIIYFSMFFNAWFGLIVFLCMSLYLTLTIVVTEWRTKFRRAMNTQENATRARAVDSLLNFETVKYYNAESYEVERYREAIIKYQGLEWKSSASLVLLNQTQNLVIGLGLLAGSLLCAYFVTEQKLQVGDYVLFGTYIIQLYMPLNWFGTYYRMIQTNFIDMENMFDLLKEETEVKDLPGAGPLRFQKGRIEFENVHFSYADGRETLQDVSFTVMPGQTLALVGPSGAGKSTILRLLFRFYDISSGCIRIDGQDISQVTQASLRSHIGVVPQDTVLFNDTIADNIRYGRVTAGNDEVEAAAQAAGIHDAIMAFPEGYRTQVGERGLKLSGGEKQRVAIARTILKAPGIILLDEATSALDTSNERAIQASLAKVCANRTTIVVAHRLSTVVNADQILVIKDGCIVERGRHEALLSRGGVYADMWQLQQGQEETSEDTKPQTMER
# Cardio protect – cardioprotection against H2O2-induced cell death, primary screen, uHTS, H9c2 cells, ATPLite luminescence. H9c2 cardiomyocytes, H2O2 injury protection, 2 h. protection from H2O2 cell death, % at 20 µM. 0.63% of 360,000 active. AID 588492, 2011;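 active = compounds giving at least 50% protection of heart cells from peroxide-induced death in the single-dose screen, raw or plate-pattern-corrected value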;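 note: 0% = DMSO wells with peroxide and 100% = DMSO wells without peroxide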
# MC4R antagonist – MC4R antagonists of cAMP signaling, primary screen, cell-based, TR-FRET, antagonist arm of biased-ligand search; Melanocortin receptor 4 (Homo sapiens), P32245; MC4R-expressing cells, MTII-stimulated cAMP, LANCE TR-FRET; inhibition, % at 6.5 µM; 0.48% of 360,000 active;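 active = inhibition above its plate's cutoff, the mean of tested wells on that plate plus 3 SD, cut at about 29% in these data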;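 note: 0% = Melanotan II alone and 100% = Melanotan II plus saturating MCL0020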
#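 System – human MC4R-expressing U2OS cells · Also added – Melanotan II · Dosing – one concentration, 6.5 µM nominal · Timing – 30-min compound, 1-h challenge, 1-h detection, room temperature · Measured by – Eu-cAMP/anti-cAMP TR-FRET, emission 671 nm · Replicates – singlicate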
# PDI turbidity – inhibitors of human PDI, primary screen, biochemical, turbidity, single point, plate reader; Protein disulfide-isomerase (Homo sapiens), P07237; PDI insulin aggregation turbidity, A650, 90 min; inhibition, % at 10 µM; 0.052% of 350,000 active;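 active = mean inhibition across replicates of 30% or more, whatever share of single replicates reach that level; inconclusive = mean inhibition below 30% while every single replicate reaches 30%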;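 note: absorbance from insulin aggregation driven by PDI reduction with DTT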
# MC4R barr agon – MC4R agonists recruiting beta-arrestin, primary screen, cell-based, luminescence, agonist arm of biased-ligand search | Melanocortin receptor 4 (Homo sapiens), P32245 | U2OS MC4R beta-arrestin complementation; percent of melanotan II response, DMSO zero | activation, % at 8.9 µM | 0.98% of 360,000 active | AID 540308, 2011;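 active = activation above a per-plate cutoff, the mean activation of sample wells on that plate plus 3 SD, cut at about 8% in these data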
# aDG glyco up – activators of alpha-DG glycosylation, primary screen, uHTS, Pro5-aDG cells, AlphaScreen | alpha-DG glycosylation AlphaScreen (IIH6); 0% Pro5, 100% B10-LARGE cell signal | activation, % at 10 µM | 0.22% of 360,000 active | AID 624168, 2012;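 active = activation of at least 8% versus controls, or a plate z-score of at least 8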;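 note: Pro5 are CHO cells carrying HIG-tagged alpha-DG that lacks glycosylation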
# CaV13 FRET inh – Primary screen for inhibitors of IQ motif and Ca2+-dependent inactivation inhibitor domain binding in CACNA1D, Förster resonance energy transfer in living cells, …; 0.098% of 340,000 active; HEK cells, CFP/YFP FRET ICDI-IQ, plate reader, 10 min; percent FRET-ratio fall versus neutral wells; AID 743397; inhibition, % at 12.3 µM;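 active = mean replicate inhibition of at least 30% and at least 1% of replicates passing that level; inconclusive = only one of the two criteria is met; inactive = neither criterion is met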;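 note: 0% = median of the neutral control wells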
# An asterisk follows results filed as active; ? = inconclusive; . = no result given.
SMILES,Glyco luc inh,Vif inh,m5-HT2A agonist,ABCB6 inh MLPCN,Cardio protect,MC4R antagonist,PDI turbidity,MC4R barr agon,aDG glyco up,CaV13 FRET inh
CCCCN(C(=O)c1ccc(Br)o1)C1CCS(=O)(=O)C1 (configuration not stated),3,-1,1,101,9,-2,-3,-3.3,-0.1,-4
CC(=O)Nc1ccc(-c2ccnc3c2CC(C)(C(=O)NCc2ccc(N4CCN(C)CC4)cc2)O3)cc1 (configuration not stated),-1,3,-5,101,-2,-1,6,-0.1,-0.3,-9
Cn1c(=O)c2c(nc(N3CCN(c4ccccc4)CC3)n2CCCc2ccccc2)n(C)c1=O,1,-14,0,106,28,8,-9,-1.9,-0.2,-5
O=C(Nc1ccccn1)c1cc(-c2ccc(Cl)s2)nc2ccccc12,4,-10,0,97,-2,-1,-3,-0.2,-0.2,-2
COc1cccc2cc(C(=O)N3CCc4ccccc4C3)c(=O)oc12,2,-2,0,121,-29,5,-2,-0.5,-0.1,.
Brc1cccc(-c2nnc3n2CCC3)c1,-1,0,-4,97,-4,0,15,-0.1,-0.1,-9
COc1cc(C(=O)NCCOc2cc(C)cc(C)c2)cc(OC)c1OC,?,1,0,94,-2,-10,13,-2.0,0.0,-20
N#C/C(=C\c1cccc([N+](=O)[O-])c1)c1ccccn1,5,1,3,91,24,-2,4,-2.6,0.3,-5
c1ccc(-c2nnc(SCc3cn4ccsc4n3)o2)cc1,0,.,4,87,-1,2,-9,-1.1,0.4,-2
CC1(C(=O)Nc2ccc3c(c2)OCO3)CCN1Cc1ccccc1OC(F)F (configuration not stated),0,-16,-4,99,-8,11,-12,0.3,0.4,-6
CS(=O)(=O)N(CC(=O)N1CCCC1)C1CCCCC1,10,-2,-4,78,14,8,7,-0.9,-0.6,-14
CC(=O)c1cc2c(C)cc(=O)oc2cc1O,-2,12,5,96,0,0,-3,1.5,0.0,-7
CC(C)c1ccc(NC2CCCN(C(=O)c3cnc4ccccn4c3=O)C2)cc1 (configuration not stated),1,-2,-3,100,4,-6,-23,-3.4,0.2,-6
CCCCn1nc(C(=O)OCC(=O)Nc2sccc2C(N)=O)c2ccccc2c1=O,1,-19,1,93,30,1,1,2.4,-0.3,5
COC(=O)[C@]1(Sc2ccc(C)cc2)CC(=O)N[C@@H]1c1ccco1,.,.,3,94,.,.,.,.,-0.1,-5

# The last 2 records of the section above are carried over, then new ones follow.
SMILES,Glyco luc inh,Vif inh,m5-HT2A agonist,ABCB6 inh MLPCN,Cardio protect,MC4R antagonist,PDI turbidity,MC4R barr agon,aDG glyco up,CaV13 FRET inh
CCCCn1nc(C(=O)OCC(=O)Nc2sccc2C(N)=O)c2ccccc2c1=O,1,-19,1,93,30,1,1,2.4,-0.3,5
COC(=O)[C@]1(Sc2ccc(C)cc2)CC(=O)N[C@@H]1c1ccco1,.,.,3,94,.,.,.,.,-0.1,-5
N#Cc1ccccc1OCCn1cncn1,2,1,0,87,1,6,4,-0.8,0.0,-5
CN1CCN(C(=S)Nc2ccc([N+](=O)[O-])cc2)CC1,1,-2,-1,102,4,2,-4,-1.5,-0.1,.
NCCCCCNC(=O)c1nc[nH]c1C(=O)NCC(=O)OCc1ccccc1,1,-1,1,98,18,2,10,-1.4,-0.4,-5
Cc1cc(OCC(O)CN2CCN(c3ccccn3)CC2)cc(C)c1Cl (configuration not stated),0,-5,8,101,-4,2,-3,5.3,0.1,-3
CC(C)c1nc2sc3c(=S)nc[nH]c3c2c2c1CCC2,2,-11,16*,97,-20,2,-2,1.1,-0.1,-4
Cc1ccccc1Nc1nc(N)nc(CSc2nc3ccccc3c(=O)n2C)n1,2,11,8,89,0,-2,1,-1.2,3.3,.
O=C(O)c1nnn(-c2cccc(C(F)(F)F)c2)c1-c1ccccc1,0,-1,-1,93,3,3,0,0.3,-0.3,-5
O=C(OCCNC(=O)c1ccc2ccccc2n1)c1cccnc1,0,0,-3,91,4,1,-9,1.8,0.2,.
CCn1c(Cc2ccccc2)nnc1SCC(=O)Nc1ccc2c(c1)OCO2,-1,-8,-1,104,-1,11,-3,-2.4,0.1,.
CCOC(=O)C1=C(C)NC(=O)NC1c1ccc2c(c1)OCCO2 (configuration not stated),0,-8,-4,97,12,6,-2,1.4,-0.1,-4
COc1ccc2oc(C)c(C(=O)c3ccc(C)cc3)c2c1,-4,.,1,98,-11,1,-1,-1.4,0.1,-17
COc1ccc(NC(=O)CCCNS(=O)(=O)c2cccs2)cc1,-1,9,-4,100,1,10,4,0.2,-0.2,-8
COC(=O)CCC(=O)NNC(=O)C1CC1(c1ccccc1)c1ccccc1 (configuration not stated),1,-3,-1,94,7,-3,-8,-0.4,-0.1,-3
COC(=O)Cc1csc(NCc2ccccc2)n1,3,23,0,95,-7,2,5,-3.0,0.0,-4
O=c1ccc2ccc(Oc3ccc(Cl)cc3[N+](=O)[O-])cc2o1,3,3,4,98,3,13,-1,0.8,0.1,-6
CCOC(=O)c1sc(S(C)=O)c2c1CCc1conc1-2 (configuration not stated),-4,6,7,106,4,-3,-3,1.9,0.2,-4
Cc1ccc(S(=O)(=O)N2CCCC2CNC(=O)c2ccccc2)cc1 (configuration not stated),-2,-3,13,101,0,4,1,-1.0,-0.2,-4
CC(=O)c1ccc(NC(=O)C2CCCO2)cc1 (configuration not stated),1,14,5,97,3,-4,5,-2.3,0.0,-3
O=C(/C=C/c1ccccc1Cl)c1ccc[nH]1,-2,-5,-5,95,-11,-1,-7,-0.7,0.0,-14
CC1(C)CC(=O)C=C(NCc2ccco2)C1,2,2,3,101,13,-3,7,-1.9,0.0,0
O=[N+]([O-])c1c(Nc2ccc(Br)cc2)ccc2nonc12,0,-5,2,98,-3,5,-18,-1.2,-0.2,-2
CC1=C(C(=O)N2CCOCC2)CC(CC(=O)NCc2cccc3ccccc23)C(=O)N1Cc1ccccc1 (configuration not stated),2,-3,-7,101,5,16,10,1.0,0.2,-3
CN(CC(O)COc1ccccc1F)C1CCCCC1 (configuration not stated),1,-2,-3,98,2,2,-3,1.1,-0.1,-4
COc1ccc(N2C(=O)C3CCCCC3C2=O)cc1NC(=O)c1ccccc1 (configuration not stated),1,6,-1,95,-10,-1,-1,-0.5,0.2,-4
Cc1nn(-c2ccc(N3CCCCC3)nn2)c(C)c1CCC(=O)Nc1ccc(F)cc1,0,-3,-1,95,4,16,6,-0.7,-0.2,-14
CCOC(=O)N1CCN(C(=O)c2cccc(NS(=O)(=O)c3ccc(F)c(F)c3)c2)CC1,1,-1,2,99,3,12,5,-1.9,0.1,-5
CCC(=O)N1c2ccccc2NC2=C(C(=O)CCC2)C1c1cccnc1 (configuration not stated),1,-2,0,96,8,7,-21,-0.3,-0.2,-4
Cc1nn2c(-c3cccc(NC(=O)CSc4nc5ccccc5o4)c3)nnc2c2ccccc12,-2,12,4,129,28,-1,5,4.9,0.1,.
Nc1nc(N)c2sc3nc(C(F)(F)F)cc(C(F)(F)F)c3c2n1,-2,3,-4,102,-14,-1,-6,2.0,0.7,-5
Cc1ccc(-n2c(C)cc(/C=C3\NC(=O)NC3=O)c2C)c(C)c1,-1,-15,-4,94,-5,-5,13,-2.6,-0.3,-5
COc1ccccc1CNC(=O)CSc1ccsc1[N+](=O)[O-],-1,7,7,107,8,2,-6,2.6,-0.2,-3
CSc1cccc(NC(=O)C2CCCN(S(=O)(=O)c3cnc[nH]3)C2)c1 (configuration not stated),0,17,-5,101,0,1,7,-1.0,0.0,15
O=C(/C=C/Sc1ccccc1)c1ccc(Cl)cc1,44*,11,0,96,-21,4,-1,-0.4,-0.3,-7
Cc1nn(Cc2ccc(Cl)cc2)c(C)c1NC(=O)Cn1nc([N+](=O)[O-])c(Cl)c1C,0,.,1,196,-6,-3,-8,-3.3,0.2,.
CCN(CC)C(=O)Cn1ccc(NC(C)=O)nc1=O,3,-2,6,97,-3,3,5,-1.1,0.0,-5
CSC1=NCCN1C(=O)c1ccc(Br)o1,2,-12,-3,96,-6,2,.,-0.6,-0.1,-2
COc1ccc(/C=N/NC(=O)c2nc(-c3ccccc3)n(-c3ccccc3)n2)cc1,0,-8,4,101,3,11,-8,0.8,0.0,-4
CCOC(=O)NC(Cc1c[nH]c2ccccc12)C(=O)NCCc1ccc(S(N)(=O)=O)cc1 (configuration not stated),1,13,4,106,-3,3,7,-1.0,0.1,-15
COc1ccc(CNC(=O)C(c2cccs2)N(C(=O)c2csnn2)C2CC2)cc1 (configuration not stated),-2,?,6,95,14,-1,0,-2.6,0.1,-4
COc1ccc2c(c1)c(CCN1C(=O)c3ccccc3C1=O)cn2C(=O)c1ccco1,0,10,0,96,-6,25,3,2.3,-0.2,-9
CCOC(=O)Cc1csc(SCc2cc(=O)oc3cc(O)ccc23)n1,-3,3,0,96,56*,2,13,1.4,-0.3,-2
O=c1c(Cl)c2oc3ccccc3nc-2c2ccccc12,-12,10,2,169,-18,-4,-3,-1.0,6.1*,.
CCOC(=O)C1=C(CN2CCOCC2)NC(=O)NC1c1cc(C)ccc1C (configuration not stated),3,-3,8,98,-3,4,0,3.0,0.2,-5
CC1CN(C(=O)c2nn(C)cc2[N+](=O)[O-])CC(C)O1 (configuration not stated),1,3,4,100,8,3,17,0.7,0.1,.
COc1ccccc1CC1(C)C(=O)Nc2ccc(S(=O)(=O)NC3CCCCC3)cc21 (configuration not stated),-3,-5,6,92,7,-1,2,-2.1,-0.3,-5
COc1ccc(-n2c3c(c(=O)[nH]c2=O)C(NS(=O)(=O)c2ccc(Cl)cc2)(C(F)(F)F)C(=O)N3)cc1 (configuration not stated),1,.,-5,97,-3,6,-3,1.8,0.0,-5
O=C(CNC(=O)N1CC(=O)Nc2ccccc21)NCCc1ccc(Cl)cc1,10,-20,-7,101,1,9,0,-0.8,-0.3,-7
CN(Cc1c(C(=O)N2CCc3ccccc3C2)nc2ccc(Cl)cn12)C(C1CC1)C1CC1,0,-1,0,94,-7,-2,-1,-3.4,0.1,-5
COc1cccc(CNC(=O)CCCSc2ccccc2)c1,0,-6,-3,100,1,3,-2,0.4,0.0,-2
